# High-throughput results (PubChem BioAssay)
# CHRM1 PAM – human M1 muscarinic receptor positive allosteric modulators, primary screen, CHO-K1 cells, Fluo-8 calcium fluorescence, 1536-well; Muscarinic acetylcholine receptor M1 (Homo sapiens), P11229; CHO-K1 hM1, ACh EC20; 0% = ACh EC20, 100% = maximal ACh; activation, % at 3 µM; actives 0.088% (n = 360,000); in the data active means activation above about 19%, passing the limit was not always enough
# Target sequence (P11229 whole entry, looked up): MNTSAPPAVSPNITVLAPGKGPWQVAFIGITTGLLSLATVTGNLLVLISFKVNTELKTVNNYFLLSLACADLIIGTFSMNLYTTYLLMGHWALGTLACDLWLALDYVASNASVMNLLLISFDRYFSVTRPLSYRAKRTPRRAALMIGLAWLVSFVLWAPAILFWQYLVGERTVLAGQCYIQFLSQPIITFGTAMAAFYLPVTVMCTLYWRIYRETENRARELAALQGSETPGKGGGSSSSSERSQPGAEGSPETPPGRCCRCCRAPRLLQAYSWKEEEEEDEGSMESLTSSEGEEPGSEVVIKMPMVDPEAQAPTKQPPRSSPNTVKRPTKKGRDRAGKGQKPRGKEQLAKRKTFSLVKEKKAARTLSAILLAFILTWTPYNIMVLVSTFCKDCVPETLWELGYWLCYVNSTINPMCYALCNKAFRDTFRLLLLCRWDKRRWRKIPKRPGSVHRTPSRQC
# CHO-K1 Ca antag – nonselective inhibitor or artifact in parental CHO-K1 cells. ATP-induced calcium, Fluo-8 fluorescence. inhibition, % at 3 µM. actives 0.6% (n = 360,000). AID 602250;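 active means inhibition above a per-plate cutoff, the plate's mean sample inhibition plus 3 SD, cut at about 24% in these data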;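 further: 0% = DMSO plus EC80 ATP and 100% = DMSO alone without ATP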
# CHO-K1 Ca PAM – nonselective calcium activators in parental CHO-K1 cells, primary screen, counter-screen for M1 PAM project, cell-based, Fluo-8 calcium fluorescence, full deck, 1536-well. actives 0.02% (n = 360,000). activation, % at 3 µM. ATP EC20; 0% at ATP EC20, 100% at ATP max. AID 602247, 2012;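 active means activation above the run cutoff, the mean activation of all test compounds plus 3 SD, cut at about 40% in these data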;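 further: peak over basal fluorescence ratio in a 140 s read after ATP addition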
# TAAR1 ag – human TAAR1 agonists, primary screen, Fluo-8 calcium fluorescence, CHO RD-HGA16 cells. Trace amine-associated receptor 1 (Homo sapiens), Q96RJ0. vehicle wells 0%, saturating PEA agonist 100%. activation, % at 3 µM. actives 0.99% (n = 360,000). AID 624467, 2012;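 active means activation above the mean activation of all test compounds in the run plus 3 SD, cut at about 38% in these data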
# Target sequence (Q96RJ0 whole entry, looked up): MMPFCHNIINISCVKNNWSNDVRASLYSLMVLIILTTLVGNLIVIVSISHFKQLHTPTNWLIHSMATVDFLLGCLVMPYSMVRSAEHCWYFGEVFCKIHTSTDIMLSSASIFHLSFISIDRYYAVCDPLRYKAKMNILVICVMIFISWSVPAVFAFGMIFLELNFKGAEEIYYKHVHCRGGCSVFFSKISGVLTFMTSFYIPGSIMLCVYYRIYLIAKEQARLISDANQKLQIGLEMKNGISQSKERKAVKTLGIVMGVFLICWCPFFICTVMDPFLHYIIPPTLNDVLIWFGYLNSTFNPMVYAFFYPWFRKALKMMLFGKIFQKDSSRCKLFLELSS
#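 System: CHO RD-HGA16 cells carrying human TAAR1 plus Gα16; Incubation: 17-24 h seeding, 75 min 37 °C dye, 30 min RT; Measured by: Fluo-8 fluorescence, 5 s baseline then 140 s kinetic read; Control set: DMSO and PEA EC100; Replication: single well for each compound.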
# M1 antag – human M1 muscarinic receptor antagonists, primary screen, CHO-K1 cells, Fluo-8 calcium fluorescence, 1536-well | Muscarinic acetylcholine receptor M1 (Homo sapiens), P11229 | CHO-K1 hM1, ACh EC80 antagonist | actives 1.3% (n = 360,000) | inhibition, % at 3 µM;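 active means percent inhibition above its own plate's cutoff, namely the mean of that plate's compound wells plus 3 SD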;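 further: peak over basal fluorescence ratio during 140 s after agonist addition; 0% = ACh EC80 plus DMSO and 100% = DMSO alone without agonist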
# CHO-K1 Ca ag – counter-screen for M1 agonists: effect in parental CHO-K1 cells; Fluo-8 calcium fluorescence; scaled to maximal ATP response, vehicle zero; activation, % at 3 µM; actives 0.48% (n = 360,000); in the data active means activation above about 15%;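 further: untransfected CHO-K1 host cells lacking M1 receptor as counterscreen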
# M1 ag – human M1 muscarinic receptor agonists, primary screen, Fluo-8 calcium fluorescence, CHO-K1 cells, HTS | CHO-K1 hM1, agonist mode; 0% DMSO, 100% acetylcholine EC100 | activation, % at 3 µM | actives 0.33% (n = 360,000) | AID 588814, 2011;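 active means activation above the run's mean compound activation plus 3 SD, cut at about 16% in these data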;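 further: peak over basal fluorescence ratio within a 140 s kinetic read after compound addition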
# CHO parental Ca – ATP-evoked calcium signal inhibitors, parental CHO, primary screen, counter-screen for OX1R antagonist project, cell-based, fluorescence, Fluo-8 calcium dye. parental CHO-K1, ATP-induced calcium, Fluo-8 fluorescence. inhibition, % at 5.6 µM. actives 0.63% (n = 330,000);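 active means inhibition above that plate's mean sample inhibition plus 3 SD, cut at about 26% in these data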;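 further: 0% = ATP-challenged DMSO wells and 100% = DMSO wells without ATP; some compounds past the cut are filed as inactive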
#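 Assay system: parental CHO cells; Read-out basis: percent inhibition of ATP-evoked calcium rise, normalized to controls; Benchmarks: ATP and no-ATP DMSO wells; Compound dosing: single nominal dose of 5.6 µM per compound; Signal: Fluo-8 calcium dye fluorescence; Also added: ATP as calcium-mobilizing challenge; Repeats: singlicate.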
# TAAR1 antagonist – human TAAR1 antagonists, primary screen, Fluo-8 calcium fluorescence, CHO RD-HGA16 cells; Trace amine-associated receptor 1 (Homo sapiens), Q96RJ0; antagonist; inhibition, % at 3 µM; actives 1.5% (n = 360,000); AID 624466, 2012;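 active means inhibition above a per-plate cutoff, the mean inhibition of test compounds on that plate plus 3 SD, cut at about 49% in these data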;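 further: 0% = DMSO plus EC80 beta-PEA response and 100% = DMSO alone without agonist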
#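 Test system: CHO RD-HGA16 cells bearing hTAAR1 | Reagent: β-PEA, EC80 | Compound dosing: 3 µM, single point | Schedule: Dye loading 75 min at 37 °C, then 30 min room temperature | Signal: Calcium fluorescence with Fluo-8 | Evaluation: Percent inhibition of PEA-evoked calcium signal, max/basal emission ratio | Control set: DMSO-only wells and EC80 β-PEA-stimulated wells | Repeats: Singlicate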
# Numbers without * were called inactive; nt = no result given.
# The opening 8 entries (preview)
nr | canonical_smiles | CHO-K1 Ca antag | CHO parental Ca | TAAR1 antagonist | CHO-K1 Ca PAM | M1 antag | M1 ag | CHO-K1 Ca ag | CHRM1 PAM | TAAR1 ag
1 | Cc1noc(C)c1S(=O)(=O)N(C)C[C@H]1Oc2ccc(NC(=O)NC3CCCCC3)cc2C(=O)N([C@H](C)CO)C[C@@H]1C | -19.0 | -8.3 | -10.2 | -8.1 | -4.9 | -10.2 | -0.4 | 4.5 | 9.2
2 | CS(=O)(=O)c1ccccc1C(=O)Nc1cc2c(cc1C(=O)O)OCCCO2 | -3.5 | 1.5 | 11.7 | -0.6 | 2.0 | -1.9 | -0.1 | 2.1 | -1.9
3 | c1ccc2c(c1)NC1(CCCCC1)n1c-2nc2ccccc21 | -3.7 | -11.7 | 3.9 | 4.4 | 6.5 | -5.2 | 0.0 | -1.9 | -0.1
4 | CCOCCCNC(=O)c1cc2c(=O)n3ccccc3nc2s1 | 9.0 | -9.2 | -10.9 | -3.7 | -1.1 | -2.9 | 14.1 | 2.3 | -0.6
5 | Cc1cc(C)n2nc(SCC(=O)NC(=O)c3ccccc3)nc2n1 | -9.9 | -4.8 | -17.7 | 7.7 | 1.0 | -4.3 | 0.7 | 1.4 | 0.7
6 | COc1cc2c(cc1OC)-c1cc(NCc3ccccn3)nc(=O)n1CC2 | -19.7 | -11.4 | 1.1 | 12.6 | -28.6 | -2.4 | 0.5 | 7.7 | 1.1
7 | O=C1c2ccccc2C(Nc2ccc(Cl)cn2)N1c1cccnc1 (stereo not given) | -15.8 | -8.2 | 7.8 | 24.5 | -12.6 | 0.6 | 0.1 | 9.6 | -0.2
8 | Cc1ccccc1CSc1nsc(N)n1 | -0.6 | 3.9 | nt | 12.9 | -5.8 | -2.3 | 0.1 | 8.1 | nt

# This part in full, repeating the preview:
nr | canonical_smiles | CHO-K1 Ca antag | CHO parental Ca | TAAR1 antagonist | CHO-K1 Ca PAM | M1 antag | M1 ag | CHO-K1 Ca ag | CHRM1 PAM | TAAR1 ag
1 | Cc1noc(C)c1S(=O)(=O)N(C)C[C@H]1Oc2ccc(NC(=O)NC3CCCCC3)cc2C(=O)N([C@H](C)CO)C[C@@H]1C | -19.0 | -8.3 | -10.2 | -8.1 | -4.9 | -10.2 | -0.4 | 4.5 | 9.2
2 | CS(=O)(=O)c1ccccc1C(=O)Nc1cc2c(cc1C(=O)O)OCCCO2 | -3.5 | 1.5 | 11.7 | -0.6 | 2.0 | -1.9 | -0.1 | 2.1 | -1.9
3 | c1ccc2c(c1)NC1(CCCCC1)n1c-2nc2ccccc21 | -3.7 | -11.7 | 3.9 | 4.4 | 6.5 | -5.2 | 0.0 | -1.9 | -0.1
4 | CCOCCCNC(=O)c1cc2c(=O)n3ccccc3nc2s1 | 9.0 | -9.2 | -10.9 | -3.7 | -1.1 | -2.9 | 14.1 | 2.3 | -0.6
5 | Cc1cc(C)n2nc(SCC(=O)NC(=O)c3ccccc3)nc2n1 | -9.9 | -4.8 | -17.7 | 7.7 | 1.0 | -4.3 | 0.7 | 1.4 | 0.7
6 | COc1cc2c(cc1OC)-c1cc(NCc3ccccn3)nc(=O)n1CC2 | -19.7 | -11.4 | 1.1 | 12.6 | -28.6 | -2.4 | 0.5 | 7.7 | 1.1
7 | O=C1c2ccccc2C(Nc2ccc(Cl)cn2)N1c1cccnc1 (stereo not given) | -15.8 | -8.2 | 7.8 | 24.5 | -12.6 | 0.6 | 0.1 | 9.6 | -0.2
8 | Cc1ccccc1CSc1nsc(N)n1 | -0.6 | 3.9 | nt | 12.9 | -5.8 | -2.3 | 0.1 | 8.1 | nt
9 | COC(=O)c1ccccc1S(=O)(=O)N1CCC(C(=O)N(C)CCOc2ccccc2)CC1 | -8.2 | -21.9 | -49.8 | -6.1 | -8.0 | -2.6 | 2.4 | 4.5 | 4.0
10 | COC(=O)c1c(NC(C)=O)sc(C(=O)Nc2ccccc2OC)c1C | -6.9 | -20.3 | 0.2 | 14.6 | -11.7 | -8.3 | 0.7 | 12.2 | 1.6
11 | CCOC(=O)Cc1csc(NC(=O)CSc2nnc(-c3ccncc3)n2Cc2ccco2)n1 | -4.8 | -6.3 | 8.2 | -13.4 | -0.3 | -1.3 | 0.2 | 1.6 | 0.1
12 | O=C(Cc1ccc(Cl)cc1)NCCCNC(=O)c1cccnc1 | -8.1 | -9.9 | 1.6 | -0.1 | -6.3 | -3.6 | 0.4 | 9.0 | 5.3

# Reprinted from the part before: 2 entries, then new ones.
nr | canonical_smiles | CHO-K1 Ca antag | CHO parental Ca | TAAR1 antagonist | CHO-K1 Ca PAM | M1 antag | M1 ag | CHO-K1 Ca ag | CHRM1 PAM | TAAR1 ag
11 | CCOC(=O)Cc1csc(NC(=O)CSc2nnc(-c3ccncc3)n2Cc2ccco2)n1 | -4.8 | -6.3 | 8.2 | -13.4 | -0.3 | -1.3 | 0.2 | 1.6 | 0.1
12 | O=C(Cc1ccc(Cl)cc1)NCCCNC(=O)c1cccnc1 | -8.1 | -9.9 | 1.6 | -0.1 | -6.3 | -3.6 | 0.4 | 9.0 | 5.3
13 | CCN1C(=O)/C(=C/N(C)c2ccccc2)OC1=S | -20.7 | -20.2 | 1.0 | 8.4 | -2.8 | -8.8 | 2.4 | -1.3 | 2.0
14 | Cn1ncc([N+](=O)[O-])c1C(=O)N/N=C/c1ccc(F)cc1 | -5.0 | -5.0 | -2.4 | 11.9 | -3.2 | -0.3 | -0.1 | -5.4 | 0.5
15 | CN(CC(=O)Nc1ccc(Cl)cc1)C(=O)CNC(=O)c1cccs1 | -13.5 | -14.7 | -8.0 | 7.4 | -9.3 | -2.9 | 0.3 | 13.3 | 11.4
16 | COc1ccc(C(=O)/C=C/Nc2cc(C)on2)cc1 | -21.5 | -8.0 | 4.8 | 7.5 | -10.2 | -3.9 | 1.4 | 4.8 | 9.7
17 | Cc1ccc(C)c(S(=O)(=O)N2CCCOC2CNC(=O)C(=O)NCc2cccnc2)c1 (stereo not given) | 10.5 | -15.3 | -4.9 | -13.2 | 1.3 | -7.0 | -0.2 | 3.3 | 11.3
18 | O=C(Oc1cc(-c2ccccc2)no1)c1ccc(F)cc1 | 0.0 | 9.0 | 7.1 | 11.7 | -49.8 | 3.4 | 0.2 | 10.9 | 0.8
19 | COc1ccc(S(=O)(=O)NC2CCCCCC2)c(OC)c1 | -2.2 | -17.5 | 13.4 | 10.3 | -2.2 | -2.2 | 2.3 | 8.2 | 9.1
20 | CCOC(=O)c1cc(NC(=O)N2CCCCC2)c(C)nc1C | -12.3 | 5.0 | -1.3 | 24.8 | -4.3 | -2.8 | 0.7 | 5.0 | 16.3
21 | O=C(NCc1ccccc1)C1c2ccccc2OCC(=O)N1Cc1ccccc1 (stereo not given) | -13.9 | nt | -7.3 | 13.1 | nt | nt | 1.1 | nt | 3.5
22 | Cc1n[nH]c(=O)c2c(NC(=O)COC(=O)Cc3c(F)cccc3Cl)oc(C)c12 | 16.6 | -1.3 | -11.2 | -9.3 | -0.2 | -1.8 | 0.2 | 3.9 | 1.5
23 | CCOc1cccc(CN(CC)CC2CCCN(CCc3cccc(OC)c3)C2)c1O (stereo not given) | 1.4 | -13.0 | -0.6 | 7.5 | 25.1 | -8.1 | 0.8 | -18.1 | -0.8
24 | COc1ccc(NC(=O)c2cc(C3CCCCN3C(=O)C3CC3)on2)c(C)c1 (stereo not given) | -3.3 | nt | -16.4 | 24.2 | -11.3 | -2.4 | 1.4 | 5.1 | 4.2
25 | CCc1cc(S(=O)(=O)N2CCN(C(=O)c3ccco3)CC2)ccc1OC | -7.4 | -20.8 | -17.1 | 16.9 | -12.2 | -1.1 | 2.2 | 5.9 | 5.3
26 | CC1(C)C(=O)Nc2ccccc2N1C(=O)COC(=O)c1cc(S(C)(=O)=O)ccc1Cl | -12.9 | nt | 25.4 | -10.0 | -5.1 | -1.1 | 1.6 | 6.0 | 4.6
